MITF primary: MITF inhibitors, primary screen, biochemical, AlphaScreen, human | inhibition, % at 2.6 µM | AlphaScreen MITF homodimerization, bead proximity signal | AID 1259374, 2018 | actives 0.91% (n = 650,000) | Microphthalmia-associated transcription factor (Homo sapiens), O75030; in the data active means inhibition above about 50%;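 further: 0% = vehicle wells with protein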
TEAD-YAP inh: TEAD-YAP interaction inhibition, primary screen, TEAD-YAP interaction inhibitor project, luminescence, HEK-TIYL cells | inhibition, % at 9.12 µM | AID 1259422, 2018 | actives 1.4% (n = 640,000) | TEAD-Gal4/YAP UAS-luciferase luminescence; in the data active means inhibition above about 32%;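 further: 0% = median of test compound wells and 100% = reference inhibitor wells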
FBW7 activator: FBW7 E3 ligase activators, primary screen, biochemical, AlphaScreen, human; AlphaScreen FBW7–phospho-cyclin E peptide binding, activator screen; AID 1259310, 2017; normalized activity (activation), % at 26.1 µM; actives 0.13% (n = 650,000); F-box/WD repeat-containing protein 7 (Homo sapiens), Q969H0; in the data active means normalized activity above about 1.9%;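 further: purified mutant Fbw7 with reduced substrate affinity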
Target sequence (Q969H0 whole entry, looked up): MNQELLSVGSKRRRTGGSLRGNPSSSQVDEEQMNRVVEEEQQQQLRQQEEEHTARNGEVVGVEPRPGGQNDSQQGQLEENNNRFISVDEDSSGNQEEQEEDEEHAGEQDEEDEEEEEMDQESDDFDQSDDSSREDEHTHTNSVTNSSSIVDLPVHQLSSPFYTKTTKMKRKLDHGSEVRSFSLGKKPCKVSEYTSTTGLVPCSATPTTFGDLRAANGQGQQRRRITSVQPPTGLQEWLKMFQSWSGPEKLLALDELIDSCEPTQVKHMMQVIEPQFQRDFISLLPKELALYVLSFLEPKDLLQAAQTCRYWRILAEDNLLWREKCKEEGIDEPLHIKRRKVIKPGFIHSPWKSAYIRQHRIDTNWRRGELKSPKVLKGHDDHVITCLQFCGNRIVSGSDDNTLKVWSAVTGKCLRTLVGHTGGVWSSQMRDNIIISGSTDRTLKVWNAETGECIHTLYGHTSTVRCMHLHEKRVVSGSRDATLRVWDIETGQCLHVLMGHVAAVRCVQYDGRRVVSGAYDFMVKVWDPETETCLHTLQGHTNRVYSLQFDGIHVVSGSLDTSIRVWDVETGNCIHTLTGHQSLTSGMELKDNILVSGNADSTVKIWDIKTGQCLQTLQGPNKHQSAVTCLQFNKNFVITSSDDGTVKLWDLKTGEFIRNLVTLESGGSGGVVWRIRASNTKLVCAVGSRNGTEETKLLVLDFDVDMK
GPR151 ag: activators of human GPR151, primary screen, cell-based, PathHunter beta-arrestin, luminescence. G-protein coupled receptor 151 (Homo sapiens), Q8TDV0. PathHunter beta-arrestin GPR151 cells. activation, % at 11.2 µM. actives 1% (n = 650,000); in the data active means activation above about 4.9%;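 further: 0% = median of compound wells and 100% = cells with positive control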
Active calls of the source: *; & = joins results of further samples.

Molecule	MITF primary	TEAD-YAP inh	FBW7 activator	GPR151 ag
COC(=O)c1cc(C(=O)Nc2cccc(C)n2)cc([N+](=O)[O-])c1	-6	7	-0.1	0.0
CCOc1ccc(NC(=O)CSc2nc3[nH]ncc3c(=O)n2-c2ccc(F)c(Cl)c2)cc1	8	6	0.2	2.9
O=C(Nc1ccccc1)N(Cc1nnc2n1CCCCC2)c1ccccc1	2	-4	0.3	-0.5
CC1CCC2=NN(C(=O)c3ccccc3)C(O)(C(F)(F)F)C2C1 (centres undefined)	2	-2	0.5	1.9
CCOc1ccc(N2C(=O)CC(N3CCC(NC(=O)Nc4ccccc4)CC3)C2=O)cc1 (centres undefined)	-17	1	1.2	-1.1
Cc1ccc(OCC(=O)O/N=C(\N)Cc2ccc([N+](=O)[O-])cc2)cc1C	14	9	0.3	-0.2
O=C(Nc1noc2ccccc12)c1ccco1	17	-21	0.0	-5.3
CSC1=C(C#N)C(c2sccc2C)CC(=O)N1 (centres undefined)	-5	-2	-0.1	0.1
CN(C)c1cccc(C(=O)NCC2CCC3(CCN(Cc4ccccc4)CC3)O2)c1 (centres undefined)	17	11	0.3	-0.3
CC(=O)Oc1ccccc1N(/C=C1/Sc2ccccc2C1=O)C(C)=O	11	9	-0.1	-1.0
CCC(C)NC(=O)CN(C)S(=O)(=O)c1ccc2nc(C)sc2c1 (centres undefined)	6	12	-0.1	-0.3
CC(/C=C/C=C/c1ccccc1)=N/NC(=O)CNc1ccccc1C	12	4	0.0	0.6
Cc1c(Cl)cccc1NC(=O)CN(c1cccc(F)c1)S(C)(=O)=O	17	9	0.2	-1.2
Cn1cccc1Cc1nnc(SCC(=O)NCc2ccco2)n1CCc1ccccc1	-1	6	-0.2	-0.1
Cc1cccc(NC(=O)Nc2c3ccccc3nc(=O)n2Cc2ccccc2)c1	0	-2	-0.4	1.5
NCc1ccc(-c2ccc3c(-c4ccsc4)[nH]nc3n2)cc1	9	-41	0.2	-1.0
C=CCn1c(-c2cc3ccccc3cc2O)n[nH]c1=S	6	13	0.1	1.6
CCOc1ccc(OCc2ccc(-c3nnco3)cc2)cc1	14	-12	0.3	0.0
CC(C)n1c(-c2cccc(N)c2)nc2c(NCCc3ccc(O)cc3)ncnc21	12	1	0.5	2.3
CCOC(=O)c1cc(NC(=O)c2ccc(Cl)cc2)c(=O)n2c1oc1ccccc12	9	-6	0.4	-2.4
O=C1CSC(=O)N1CNc1ccc(Br)cc1	-3	-2	0.0	-0.5
CC1=CC2=NC(=O)/C(=C\c3ccc(OCc4ccc5c(c4)OCO5)c(Cl)c3)C(=N)N2O1	1	59*	-0.2	-6.4
COc1ccc(C(=O)N2CCN3C(=O)[C@H](C(C)C)NC(=O)[C@H]3C2)cc1	-7	2	-0.1	0.0
O=C(NC1CCS(=O)(=O)C1)c1ccc(-c2ccccc2)nc1NCCc1ccccn1 (centres undefined)	1	-7	0.1	0.1
COc1ccccc1NC(=O)c1c(NC(=O)c2cccc(C)c2)sc2c1CCC(C)C2 (centres undefined)	11	-3	0.9	-1.6

By substructure: the compounds so far with a nitro group on carbon (two)
Molecule	MITF primary	TEAD-YAP inh	FBW7 activator	GPR151 ag
COC(=O)c1cc(C(=O)Nc2cccc(C)n2)cc([N+](=O)[O-])c1	-6	7	-0.1	0.0
Cc1ccc(OCC(=O)O/N=C(\N)Cc2ccc([N+](=O)[O-])cc2)cc1C	14	9	0.3	-0.2

Additional records:
Molecule	MITF primary	TEAD-YAP inh	FBW7 activator	GPR151 ag
Cc1ccc(-c2nnc(-c3ccccc3)o2)cc1	-9	-39	0.0	-5.5
CCOC(=O)CC(NS(=O)(=O)c1ccc(OC)c2ccccc12)c1ccc(OC)cc1 (centres undefined)	1	-2	-0.1	2.0
O=C(CSc1nc2c(c(=O)n1Cc1ccccc1)SCC2)NCc1ccccc1	-5	-3	-0.1	-0.3
O=C(N/N=C/c1ccc(/C=N/NC(=O)NC2CCCCC2)cc1)NC1CCCCC1	2	6	0.2	0.6
Cn1c(CC(=O)NNC(=O)C2CC(=O)N(Cc3ccccc3)C2)nc2ccccc21 (centres undefined)	13	3	-0.7	-0.5
Cc1cc(C)cc(C(=O)Nc2cc(C)c3c(=O)oc4ccccc4c3n2)c1	-8	4	0.0	-1.3
CCc1nn(CC(=O)NC(C)C23CC4CC(CC(C4)C2)C3)c(=O)c2cc3occc3n12 (centres undefined)	-4	-7	0.1	-0.1
CCOc1ccc2c(c1)C(OC(C)=O)C(C)(C)C(c1ccc(F)cc1)N2 (centres undefined)	3	-2	0.1	-0.1
O=S1(=O)N=C(Nc2ccccc2)c2ccccc21	1	-6	0.0	-0.1
COC(=O)Cn1ncn2nc(-c3ccc(OC)cc3)cc2c1=O	9	9	0.0	0.9
CCC(C)NC(=O)c1sc2ncn(CC(=O)N3CCCCC3C)c(=O)c2c1C (centres undefined)	7	9	-0.3	-0.5
COc1cc(CCC(=O)N2CCCC2c2nc3ccc(C)cc3[nH]2)on1 (centres undefined)	11	-5	0.1	-0.5
O=C(N[C@H]1C[C@H]2C(=O)N3CCC[C@H]3C(=O)N2C1)c1cccs1	-7	-5	-0.1	0.4
CCCc1ccc(-c2ccc(C(=O)Oc3ccc(C4CCC(CCC)CC4)cc3)cc2)nc1 (centres undefined)	3	12	-0.1	1.1
CC(C)C(=O)N(Cc1cccnc1)C1CC(C)(C)NC(C)(C)C1	14	3	1.0	-1.3
CCN(CCn1cccn1)c1nc2nonc2nc1NCc1ccccc1	8	-4	0.0	6.5*
O=C(Cn1cc([N+](=O)[O-])cn1)Nc1cc(Cl)cc(Cl)c1	9	-3	1.0	-2.9
COc1cc(C(=O)N2CCN(Cc3ccc(OC)c4ccccc34)CC2)cc(OC)c1OC	24	4	-0.2	-1.8
CCn1c(-c2ccccc2)n[nH]c1=S	-6&1	3&15	-0.1&-0.1	0.5&1.5
CCOc1ccc(N2CC(C(=O)NCc3cccc(C)c3)CC2=O)cc1 (centres undefined)	-1	-3	0.4	0.5
COC(=O)c1ccc(CN2CCc3nnc(-c4ccccc4)n3CC2)cc1	-1	2	0.1	1.2
O=C(Nc1ccc([N+](=O)[O-])cc1Br)C1CCC1	8	3	0.1	0.5
COc1ccc(OC)c(/C=C2\SC(=S)N(c3ccc(O)c(C(=O)O)c3)C2=O)c1	26	7	-0.1	-1.1
Cc1ccc2nc3c(cc(C#N)c(=O)n3-c3cccc(Br)c3)c(=O)n2c1	7	-5	-0.2	-0.2
Cc1cc(Cl)nc(Cl)c1C(N)=O	-4	1	-0.1	3.2
CCC(O)c1ccc(OCc2ccc(C(=O)OC)cc2)c(OC)c1 (centres undefined)	3	-27	0.2	0.3
O=C(/C=C/c1c(F)cccc1Cl)NCc1ccccn1	14	-37	-0.3	-1.0
Cc1ccnc2nc(C(=O)Nc3nc(-c4ccc5c(c4)CCCC5)cs3)nn12	-8	-7	-0.3	0.3
COC(=O)c1ccccc1NC(=O)c1c(Cl)cccc1Cl	1	1	0.1	1.1
C=CCOC(=O)C1=C(C)NC2=C(C(=O)CC(c3ccc(OC)cc3)C2)C1c1ccc(OCC)c(OC)c1 (centres undefined)	-2	-4	1.2	0.2
Cc1ccc(C(=O)Nc2cc(-c3nc4ccccc4o3)ccc2C)c(Cl)c1	6	-12	-0.2	0.0
COc1cc(SC)ccc1C(=O)Nc1ccc2c(c1)OC(C)(C)O2	-10	-54	-0.1	5.2*
O=C(Nc1cccc(C(F)(F)F)c1)N1CCC2(CC1)OCc1ccccc1O2	-5	-1	0.0	0.2
O=C(N[C@@H]1c2ccccc2C2(CCN(C(=O)CC3CCCC3)CC2)[C@H]1O)c1cccnc1	10	3	0.0	0.0
Brc1ccccc1CN1CCN(Cc2c[nH]c3ccccc23)CC1	59*	4	-0.3	-0.1
O=C1NC(=O)N(c2ccccc2)C(=O)/C1=C/c1ccc(OCc2ccc(C(=O)O)cc2)cc1	-9	-28	-0.2	-7.2
COC(=O)c1sc(=S)n(-c2ccccc2C)c1N	12	8	0.0	-0.5
COc1cc2c(c(OC)c1OC)-c1c(cc3c(c1OC)OCO3)CC(C)C(C)(O)C2OC(=O)c1ccccc1 (centres undefined)	-6	-1	0.0	-0.2
COc1ccc(C2CC(C(F)(F)F)n3nc(C(=O)Nc4sc5c(c4C#N)CCC(C(C)(C)C)C5)c(Br)c3N2)cc1 (centres undefined)	-4	-9	0.0	-1.4
COc1ccc(N2CCN(S(=O)(=O)c3ccc(F)c(OC)c3)CC2)cc1	-15	12	0.2	-0.8
O=C(Nc1ccc(Cl)cc1)N1CCN(c2ccccc2F)CC1	4	-12	0.0	0.9
O=C(NCCOc1ccccc1)c1ccnc(Nc2ccc3ncccc3c2)c1	4	2	0.2	-1.9
CCn1c(=O)cc(Nc2ccc(C)c(C)c2)[nH]c1=O	-14	13	0.1	1.3
CC(C)(C)NC(=O)CSc1nnc2c(n1)[nH]c1ccc(Br)cc12	-7	-9	0.0	0.2
C=CCNC(=O)C1CC(=O)N(c2ccc(OCC(=O)Nc3ccc(CC)cc3)cc2)C1 (centres undefined)	-8	-7	-0.1	-1.5
O=C(CSC1CC(=O)N(c2cccc(Cl)c2)C1=O)Nc1ccc(F)cc1 (centres undefined)	12	9	0.4	-1.7
N#C/C(=C/c1ccc(-c2ccc(F)cc2)o1)C(=O)N1CCOCC1	13	-27	-0.1	0.3
O=c1c2ccc(Cl)cc2[nH]c(=S)n1Cc1ccccc1	-13	3	0.0	0.1
Cc1cccc(-n2cnc3cc(C(=O)NCCN4CCOCC4)ccc32)c1	1	-7	-0.2	0.3
Cc1c(C(=O)Nc2nc3ccccc3s2)sc2ncnc(N3CCCCC3C)c12 (centres undefined)	-19	-5	0.1	2.1

New compounds follow
Molecule	MITF primary	TEAD-YAP inh	FBW7 activator	GPR151 ag
COc1cccc(N2C(=O)NC(=O)/C(=C/c3ccc4c(c3)OCO4)C2=O)c1	12	-10	0.1	-1.1
O=C(Nc1c2c(nn1-c1ccc(F)cc1)CS(=O)(=O)C2)c1ccc(Cl)c([N+](=O)[O-])c1	16	3	0.8	-2.8
Cc1cc(NC(=O)COC(=O)c2ccc([N+](=O)[O-])s2)no1	9	4	0.1	-0.2
COc1ccc(N2C(=O)CC(NNC(=O)CSc3ccc(C)cc3)C2=O)cc1Cl (centres undefined)	-3	-3	-0.1	-1.2
CCn1cc(C(=O)N2CCC(c3ccnc4nc(C(F)(F)F)nn34)CC2)c(C)n1	12	-5	0.0	0.3
CN(C)CCCNC(=S)NN1C(=O)NC(C)(c2ccccc2)C1=O (centres undefined)	-14	-4	0.0	-0.9
CC(C)c1ccc(NC(=O)c2ccc(F)c(S(=O)(=O)NCc3ccc(Cl)c(Cl)c3)c2)cc1	-2	0	0.2	2.2
CC1=C(C(=O)OC2CCCC2)C(c2cc3c(cc2[N+](=O)[O-])OCO3)NC(=O)N1C (centres undefined)	-11	-9	-0.2	-0.2
COc1ccc(C(=O)Nc2ccccc2C(=O)NC(C(=O)Nc2ccc(-c3ccccc3)cc2)C(C)C)cc1 (centres undefined)	-8	-1	0.1	-1.7
Cc1ccc(N=C2SC(C(=O)Nc3ccc(F)cc3)CC(=O)N2C)cc1Cl (centres undefined)	-3	4	-0.1	1.5
Cc1ccccc1C1CC(=O)NC2=C1C(=O)CCC2 (centres undefined)	-23	-2	0.1	-1.3
CN=C(NC)SC1CC(=O)N(c2ccccc2F)C1=O (centres undefined)	-8	-5	0.0	0.5
COC(=O)C1CCN(C(=O)/C=C/c2ccc([N+](=O)[O-])cc2)CC1	11	-21	-0.1	0.2
NC(=O)c1ccc(-c2ncc(C(=O)NCc3cccnc3)s2)cc1	16	-8	0.0	0.0
O=C(Nc1ccc2c(c1)C(=O)N(c1ccc(NS(=O)(=O)c3ccccc3)cc1)C2=O)c1ccc(Br)cc1	-9	4	-0.1	1.1
CN(C)c1ccc(/C=N/NC(=O)c2ccn(C)n2)cc1	13	-13	0.0	-3.5
O=C(Nc1ccc([N+](=O)[O-])cc1)C12CC3CC(CC(C3)C1)C2	-2	-7	0.0	-1.4
C=CCN(C(=O)c1ccc(N2CC3CC(C2)c2cccc(=O)n2C3)c(NC(=O)c2cccnc2)c1)c1ccccc1 (centres undefined)	3	-5	0.0	1.1

Profiles, quoted from the list. Values in the order: MITF primary	TEAD-YAP inh	FBW7 activator	GPR151 ag
Results for CN(C)CCCNC(=S)NN1C(=O)NC(C)(c2ccccc2)C1=O (centres undefined) : -14	-4	0.0	-0.9
Results for O=C(Nc1ccc2c(c1)C(=O)N(c1ccc(NS(=O)(=O)c3ccccc3)cc1)C2=O)c1ccc(Br)cc1 : -9	4	-0.1	1.1
Results for COC(=O)C1CCN(C(=O)/C=C/c2ccc([N+](=O)[O-])cc2)CC1 : 11	-21	-0.1	0.2
Results for CCn1cc(C(=O)N2CCC(c3ccnc4nc(C(F)(F)F)nn34)CC2)c(C)n1 : 12	-5	0.0	0.3
Results for CN=C(NC)SC1CC(=O)N(c2ccccc2F)C1=O (centres undefined) : -8	-5	0.0	0.5

Assay outcomes (PubChem BioAssay)
